Screening results: PubChem, NMMLSC
VLA-4 inh – inhibition in human VLA-4 binding assay, primary screen, VLA-4 allosteric modulator project, MLPCN library, flow cytometry, VLA-4 expressing cells; ligand binding flow cytometry; inhibition, % (about 7 µM as worked out from the volumes in the protocol); actives 0.2% (n = 330,000); AID 2557, 2010; in the data active = inhibition above about 50%
Target sequence (P13612 whole entry, looked up): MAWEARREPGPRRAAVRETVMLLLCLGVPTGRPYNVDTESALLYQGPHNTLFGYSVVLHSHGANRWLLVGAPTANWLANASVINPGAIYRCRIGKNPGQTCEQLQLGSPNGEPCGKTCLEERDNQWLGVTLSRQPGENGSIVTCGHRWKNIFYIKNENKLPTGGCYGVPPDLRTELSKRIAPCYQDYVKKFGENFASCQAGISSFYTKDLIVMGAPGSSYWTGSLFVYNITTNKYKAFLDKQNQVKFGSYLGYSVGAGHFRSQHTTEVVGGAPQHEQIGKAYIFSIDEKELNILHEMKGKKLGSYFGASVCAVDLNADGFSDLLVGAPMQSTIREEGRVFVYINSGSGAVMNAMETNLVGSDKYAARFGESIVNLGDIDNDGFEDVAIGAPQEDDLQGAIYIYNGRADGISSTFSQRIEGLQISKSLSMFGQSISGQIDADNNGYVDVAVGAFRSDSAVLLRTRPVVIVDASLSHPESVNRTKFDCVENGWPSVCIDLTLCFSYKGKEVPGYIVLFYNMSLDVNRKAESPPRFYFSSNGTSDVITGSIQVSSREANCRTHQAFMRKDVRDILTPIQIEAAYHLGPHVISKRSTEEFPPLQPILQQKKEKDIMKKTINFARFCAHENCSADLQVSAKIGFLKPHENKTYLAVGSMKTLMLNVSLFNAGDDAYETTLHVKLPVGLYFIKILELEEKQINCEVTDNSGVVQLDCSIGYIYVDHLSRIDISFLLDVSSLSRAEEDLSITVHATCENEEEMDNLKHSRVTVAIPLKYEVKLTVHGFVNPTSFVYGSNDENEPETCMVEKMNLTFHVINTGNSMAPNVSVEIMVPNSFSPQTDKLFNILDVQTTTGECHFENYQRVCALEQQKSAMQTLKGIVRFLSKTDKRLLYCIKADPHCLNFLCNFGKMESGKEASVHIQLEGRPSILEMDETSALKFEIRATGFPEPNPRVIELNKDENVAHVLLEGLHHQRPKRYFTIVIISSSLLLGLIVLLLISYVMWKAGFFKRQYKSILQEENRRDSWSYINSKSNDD
Yeast superoxide – reduction of superoxide in aged yeast, primary screen, HTS | superoxide response (% of plate mean), % at 10 µM | actives 0.18% (n = 330,000) | S. cerevisiae aged cells, superoxide DHE fluorescence; hits give low values | AID 2690, 2010;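 active = superoxide response under a set limit, about three screen SD below normal, cut at about 65% in these data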;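 note: yeast aged for seven days with compound at 30 °C before DHE staining; 100% = average MFI of all compound-treated wells on the plate with controls excluded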
GRK2 inh – compounds blocking aptamer binding on GRK2 – biochemical, human GRK2, bead flow cytometry, HTS, primary screen; Beta-adrenergic receptor kinase 1 (Homo sapiens), P25098; FAM-aptamer displacement from GRK2; inhibition of aptamer binding, % at 10 µM; actives 0.59% (n = 330,000); AID 488847, 2010;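 active = inhibition of aptamer binding above 40%, roughly 3 SD of noise, on plates passing a quality check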;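 note: median bead fluorescence of bound FAM aptamer so fluorescent compounds give negative values; no value below 0 was filed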
* hit, by the source's call. These rows are one share of the data, so the mix of outcomes need not match the whole.

SMILES	VLA-4 inh	Yeast superoxide	GRK2 inh
CN(CC(=O)Nc1ccccc1Cl)C(=O)CSc1nc2ccccc2s1	12	106	0
CC(=O)Nc1ccc(/C(C)=N/Nc2nc(Nc3cccc4ccccc34)nc(N3CCOCC3)n2)cc1	-7	96	0
C[C@H](CO)N1C[C@H](C)[C@@H](CN(C)C(=O)Nc2ccc3c(c2)OCO3)Oc2ccc(NC(=O)CCN3CCOCC3)cc2C1=O	6	97	0
O=C(CSc1nc2cc(Cl)ccc2s1)Nc1cccc(S(=O)(=O)N2CCOCC2)c1	2	99	0
Cc1ccc2c(Cl)c(C(=O)Nc3ccc4c(c3)OCO4)sc2c1	7	94	6
COC(C(=O)Nc1ccc(Cl)cc1C)c1ccccc1 (configuration not stated)	-9	93	0
Cc1cc(=O)[nH]c(N/N=C/c2ccccn2)n1	24	105	3
C[C@@H]1CN([C@@H](C)CO)C(=O)c2cccc(NC(=O)C3CCOCC3)c2O[C@H]1CN(C)S(=O)(=O)c1ccc(Cl)cc1	7	84	1
CC12COC3(C(=O)Nc4ccc(Cl)cc4)CC1CCC32C (configuration not stated)	29	98	0
COc1cc(/C=C/c2nc(-c3ccccc3O)n[nH]2)cc(OC)c1OC	3	99	0
COc1ccc(NC(=O)Nc2ccc3c(c2)C(=O)N([C@H](C)CO)C[C@H](C)[C@@H](CN(C)S(=O)(=O)c2ccc(OC)cc2)O3)cc1	4	83	0
CCOC(=O)Cc1csc(NC(=O)CSc2ccc(Br)cc2)n1	2	157	0
CC1(C)O[C@@H]2[C@H](O1)[C@@H](COS(=O)(=O)O)O[C@H]2n1cc(Br)c(=O)[nH]c1=O	-5	88	0
C[C@H]1CN([C@@H](C)CO)C(=O)c2cccc(NC(=O)C3CC3)c2O[C@H]1CN(C)S(=O)(=O)c1ccccc1	20	105	0
COc1ccc(N(C(=O)c2ccccc2C)S(=O)(=O)c2cccs2)cc1	2	110	0
CC1(C)C(=O)OC(C(=O)c2ccc(Cl)cc2)C(C)(C)C1=O (configuration not stated)	10	87	100*
C[C@H](CO)N1C[C@H](C)[C@@H](CN(C)S(=O)(=O)c2ccccc2)Oc2c(NC(=O)CCC(F)(F)F)cccc2C1=O	3	84	0
CC(C)CN(CCOc1cccc(N2C(=O)C3=C(CCCC3)C2=O)c1)CC(C)C	5	93	0
O=C(Cc1ccc([N+](=O)[O-])cc1)NCc1ccc2c(c1)OCO2	3	91	0
COC(=O)C1=C(C)N(Cc2ccccc2)C(=NCCc2c[nH]c3ccccc23)N[C@H]1c1ccccc1	-31	81	0
COc1ccc2nc(NC(=O)c3ccc(NS(=O)(=O)c4cccs4)cc3)sc2c1	3	112	2
Cc1ccc(Nc2n[nH]c(C)c2[N+](=O)[O-])cc1	32	109	2
CC1=C/C(=C\c2ccc(Br)o2)C(=O)O1	24	123	96*
CCN(CC)C(=S)SCC(=O)NC12CC3CC(CC(C3)C1)C2	30	126	0

Rewritten bar-delimited: 13 of the compounds above
SMILES | VLA-4 inh | Yeast superoxide | GRK2 inh
CC12COC3(C(=O)Nc4ccc(Cl)cc4)CC1CCC32C (configuration not stated) | 29 | 98 | 0
COc1cc(/C=C/c2nc(-c3ccccc3O)n[nH]2)cc(OC)c1OC | 3 | 99 | 0
COc1ccc(NC(=O)Nc2ccc3c(c2)C(=O)N([C@H](C)CO)C[C@H](C)[C@@H](CN(C)S(=O)(=O)c2ccc(OC)cc2)O3)cc1 | 4 | 83 | 0
CCOC(=O)Cc1csc(NC(=O)CSc2ccc(Br)cc2)n1 | 2 | 157 | 0
CC1(C)O[C@@H]2[C@H](O1)[C@@H](COS(=O)(=O)O)O[C@H]2n1cc(Br)c(=O)[nH]c1=O | -5 | 88 | 0
C[C@H]1CN([C@@H](C)CO)C(=O)c2cccc(NC(=O)C3CC3)c2O[C@H]1CN(C)S(=O)(=O)c1ccccc1 | 20 | 105 | 0
COc1ccc(N(C(=O)c2ccccc2C)S(=O)(=O)c2cccs2)cc1 | 2 | 110 | 0
CC1(C)C(=O)OC(C(=O)c2ccc(Cl)cc2)C(C)(C)C1=O (configuration not stated) | 10 | 87 | 100*
C[C@H](CO)N1C[C@H](C)[C@@H](CN(C)S(=O)(=O)c2ccccc2)Oc2c(NC(=O)CCC(F)(F)F)cccc2C1=O | 3 | 84 | 0
CC(C)CN(CCOc1cccc(N2C(=O)C3=C(CCCC3)C2=O)c1)CC(C)C | 5 | 93 | 0
O=C(Cc1ccc([N+](=O)[O-])cc1)NCc1ccc2c(c1)OCO2 | 3 | 91 | 0
COC(=O)C1=C(C)N(Cc2ccccc2)C(=NCCc2c[nH]c3ccccc23)N[C@H]1c1ccccc1 | -31 | 81 | 0
COc1ccc2nc(NC(=O)c3ccc(NS(=O)(=O)c4cccs4)cc3)sc2c1 | 3 | 112 | 2

More records follow:
SMILES	VLA-4 inh	Yeast superoxide	GRK2 inh
CC(=O)Nc1cc(C(=O)N2CCc3ccccc3C2)ccc1Sc1ccc(C)cc1	14	70	27
NS(=O)(=O)c1ccc(CCNC(=O)CSc2nc3ccsc3c(=O)n2C2CC2)cc1	2	113	2
COc1cc(C2C(C#N)=C(N)Oc3c2ccc2ccccc32)ccc1OCC(=O)Nc1ccc(C)cc1 (configuration not stated)	-16	111	0
C[C@H](CO)N1C[C@H](C)[C@@H](CN(C)S(=O)(=O)c2ccc(F)cc2)Oc2ccc(NS(=O)(=O)c3cccs3)cc2C1=O	-1	135	0
CN(CC1COc2ccccc2O1)C(=S)Nc1ccccc1F (configuration not stated)	11	92	0
CC(NC(=O)/C=C/c1ccco1)c1nc2ccccc2n1Cc1ccccc1F (configuration not stated)	1	122	3
Brc1ccc(N=Cc2ccccn2)cc1	-6	94	0
Cc1c(C(=O)O)cccc1-c1ccc(/C=N/Nc2ccc(Br)cc2)o1	4	92	3
Cc1cc(N2CCCCC2)ccc1[N+](=O)[O-]	19	97	2
CCCOc1ccc(C2NC(=S)NC(c3ccccc3)=C2C(=O)Nc2ccc(C)cc2)cc1OC (configuration not stated)	-10	93	0
C[C@@H]1CN([C@@H](C)CO)C(=O)c2cc(NS(=O)(=O)c3cccs3)ccc2O[C@H]1CN(C)Cc1ccc(C(F)(F)F)cc1	-7	80	1
CN(c1ccccc1C(=O)Nc1cccc([N+](=O)[O-])c1)S(C)(=O)=O	18	106	0
CCOc1ccc2c(c1)c(N=O)c(O)n2C	-20	101	0
COc1cccc(C(=O)NCCCN2CCN(CCCNC(=O)c3cccc(OC)c3)CC2)c1	36	112	0
C[C@H](CO)N1C[C@H](C)[C@@H](CN(C)C(=O)Nc2ccc(C(F)(F)F)cc2)Oc2c(cccc2N(C)C)C1=O	-14	96	0
Cc1cccc(NC(=O)Cn2c([N+](=O)[O-])cnc2C)c1C	9	97	0
O=C(CSc1nc2ccccc2o1)N1CCN(S(=O)(=O)c2ccc3ccccc3c2)CC1	-12	64*	2
NS(=O)(=O)c1ccc(NC(=S)NC2CCCCCC2)cc1	3	80	0
NC(=O)C1CCN(c2nc(-c3ccccc3N)cs2)CC1	5	116	0
CC[n+]1c(-c2ccc(C)cc2)csc1Nc1c(C)n(C)n(-c2ccccc2)c1=O	12	96	1
O=C(/C=C/c1c(Cl)cccc1Cl)NCc1ccco1	15	97	0
C[C@@H]1CN([C@@H](C)CO)C(=O)c2cccc(NC(=O)Nc3ccc4c(c3)OCO4)c2O[C@H]1CN(C)S(=O)(=O)c1cn(C)cn1	4	96	0
Cc1cccc(C(=O)N[C@H](C(=O)Nc2nccs2)C(C)C)c1	-26	100	5
Cc1cnn(CCC(=O)NNC(=S)NCC(C)C)c1	25	94	10
CCOc1cc(/C=N/NC(=O)CCCC(=O)NC2CCCCC2)ccc1O	17	145	2
C[C@H](CO)N1C[C@H](C)[C@@H](CN(C)C(=O)Nc2ccccc2)Oc2c(NC(=O)Cc3ccccc3)cccc2C1=O	-5	107	2
O=C(NN1C(=O)C2C3C=CC(C3)[C@H]2C1=O)c1cccnc1 (some centres not stated)	25	80	1
CCCc1ccc(OCc2nc(-c3ccc(NC(=O)c4cccs4)cc3)no2)cc1	-25	86	0
CCOc1ccc(C(=O)NC(=S)Nc2ccc(N3CCCCC3)cc2)cc1[N+](=O)[O-]	5	95	6
CCc1ccc(/C=C/c2c[nH]c3ccccc23)[n+](CC)c1	-39	116	0
Cc1c(NC(=O)c2cccc(-c3cc4ccccc4oc3=O)c2)cccc1-c1nc2ncccc2o1	10	102	0
O=C(NCCc1nc2ccccc2[nH]1)c1ccc(Cl)c([N+](=O)[O-])c1	25	111	0
CCN(CC)c1ncnnc1-c1ccccc1	7	98	1
C[C@H]1CN([C@@H](C)CO)C(=O)Cc2cc(NC(=O)CCC(F)(F)F)ccc2O[C@H]1CN(C)C(=O)Nc1ccc(F)cc1	6	100	3
COc1ccc(C(=S)NCS(=O)(=O)c2ccc(C)cc2)cc1	-15	102	5
CCOC(=O)[C@H]1[C@H]2COc3ccc(Br)cc3[C@@H]2N2C(=O)[C@H](C)NC(=O)[C@@]12C	2	76	7
CNC(=S)N(Cc1cccs1)Cc1cc2ccc(OC)cc2[nH]c1=O	0	105	6
C[C@H](CO)N1C[C@H](C)[C@@H](CN(C)C(=O)NC2CCCCC2)Oc2ccc(NS(=O)(=O)c3ccccc3)cc2C1=O	8	112	2
O=C(O)c1cccc(N/N=C/c2cccs2)c1	31	92	2
COc1ccccc1NC(=O)Nc1nnc(C(C)C)s1	11	96	0
COc1ccc(/C=N/Nc2ncc(C(F)(F)F)cc2Cl)c(OC)c1OC	-11	106	1
C[C@H](CO)N1C[C@H](C)[C@@H](CN(C)Cc2ccc(-c3ccccc3)cc2)Oc2c(NC(=O)Cc3ccccc3)cccc2C1=O	9	105	2
C[C@H]1CN([C@@H](C)CO)C(=O)c2cccc(NC(=O)C3CC3)c2O[C@H]1CN(C)Cc1ccncc1	6	81	1
CCOC(=O)c1c(C)[nH]c(C(=O)COC(=O)[C@H](C)NC(=O)c2ccccc2Cl)c1C	-11	91	6
C[C@H](CO)N1C[C@H](C)[C@@H](CN(C)C(=O)Nc2ccccc2)Oc2c(NC(=O)Nc3ccccc3)cccc2C1=O	2	94	2
O=c1cc(-c2ccsc2)oc2ccc(-c3ccc4cc[nH]c4c3)cc12	-7	120	4
COc1ccc(/C=N/NC(=S)Nc2cccc(C(=O)O)c2)cc1OC	0	108	2
C[C@H](CO)N1C[C@H](C)[C@@H](CN(C)C(=O)Nc2ccc(C(F)(F)F)cc2)Oc2c(NC(=O)Cc3ccccc3)cccc2C1=O	6	106	0
CC(=O)c1cc(-c2ccccc2)n(CCC(=O)NC2CCCCCCC2)c1C	24	98	0
Nc1nnc(SC2CCCC2)s1	23	97	0
CC(C)(C)OC(=O)[C@H](CCCCN)NC(=O)c1nc[nH]c1C(=O)N[C@@H](CCCCN)C(=O)OC(C)(C)C	-4	95	0
CC(=O)Nc1sc(C)c(C)c1C(=O)OCC(=O)N(CC(C)C)C1CCS(=O)(=O)C1 (configuration not stated)	5	96	2
O=C(Nc1cccc(S(=O)(=O)N2CCCCCC2)c1)c1ccc2c(c1)OCO2	-16	106	2
C[C@H](CO)N1C[C@H](C)[C@@H](CN(C)C)Oc2c(NC(=O)CCC(F)(F)F)cccc2C1=O	-10	99	0
COc1ccc(NC(=O)N(C)C[C@H]2Oc3c(NS(=O)(=O)c4cccs4)cccc3C(=O)N([C@H](C)CO)C[C@@H]2C)cc1	-6	126	0
CCCC(=O)Oc1ccc2c(C)cc(=O)oc2c1	-20	115	0
C[C@H](CO)N1C[C@H](C)[C@@H](CN(C)C(=O)Nc2ccccc2)Oc2c(NC(=O)Nc3ccc(C(F)(F)F)cc3)cccc2C1=O	1	95	2
O=C1NC(c2ccc(-c3ccccc3[N+](=O)[O-])o2)C(C(=O)c2ccc(F)cc2)C(O)(C(F)(F)F)N1 (configuration not stated)	0	96	3
CCOc1ccccc1NC(=O)COC(=O)C(CC(C)C)N1C(=O)C2CC=CCC2C1=O (configuration not stated)	-9	65*	0
CCOC(=O)c1c(C(F)(F)F)cc(-c2ccc(F)cc2)nc1C	11	108	4

(more compounds)
SMILES	VLA-4 inh	Yeast superoxide	GRK2 inh
Cc1cccc(NC(=S)NC2CCCC2)c1	-45	97	1
CCOC(=O)c1cc(-c2ccccc2)sc1NC(=O)CC	-7	98	7
Oc1ccccc1CN(Cc1ccco1)CC(O)COCc1ccc(Cl)cc1 (configuration not stated)	31	127	0
CC(=O)Nc1ccccc1NC(=O)c1cccc2ccccc12	8	99	0
Cc1noc(C)c1S(=O)(=O)N(C)C[C@H]1Oc2ccc(NS(=O)(=O)c3ccccc3)cc2C(=O)N([C@H](C)CO)C[C@@H]1C	-4	106	1
C[C@H](CO)N1C[C@H](C)[C@@H](CN(C)S(=O)(=O)c2cccs2)Oc2ccc(NC(=O)Nc3ccc4c(c3)OCO4)cc2C1=O	-1	89	0
Cc1cc(N=Cc2c(O)n(-c3cccc(C(F)(F)F)c3)c(=O)c3ccccc23)no1	21	143	0
Cn1ncc2c(NNC(=O)Cc3ccccc3)ncnc21	0	129	0
CNC[C@@H]1Oc2c(NC(=O)Nc3ccc(F)cc3)cccc2C(=O)N([C@H](C)CO)C[C@@H]1C	8	97	0
O=C(O)c1ccc(CSc2nc3ccc(N4C(=O)C5C6C=CC(C6)C5C4=O)cc3s2)cc1 (configuration not stated)	16	101	0

As entered above.
Yeast superoxide, Cc1cnn(CCC(=O)NNC(=S)NCC(C)C)c1 stands at 94
GRK2 inh, CCOc1ccccc1NC(=O)COC(=O)C(CC(C)C)N1C(=O)C2CC=CCC2C1=O (configuration not stated) stands at 0
